RBX1-CUL1 inh: human ROC1-CUL1 E3 ligase inhibition | in vitro K48 di-Ub FRET, acceptor:donor ratio, 45 min | inhibition, % at 10 µM | AID 1347404 | 140,000 tested, 0.6% active; in the data active = inhibition above about 25%
Target sequence (P62877 whole entry, looked up): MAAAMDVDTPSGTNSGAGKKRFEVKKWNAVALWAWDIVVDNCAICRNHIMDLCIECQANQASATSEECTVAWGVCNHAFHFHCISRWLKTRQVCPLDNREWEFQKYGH
Target sequence (Q13616 whole entry, looked up): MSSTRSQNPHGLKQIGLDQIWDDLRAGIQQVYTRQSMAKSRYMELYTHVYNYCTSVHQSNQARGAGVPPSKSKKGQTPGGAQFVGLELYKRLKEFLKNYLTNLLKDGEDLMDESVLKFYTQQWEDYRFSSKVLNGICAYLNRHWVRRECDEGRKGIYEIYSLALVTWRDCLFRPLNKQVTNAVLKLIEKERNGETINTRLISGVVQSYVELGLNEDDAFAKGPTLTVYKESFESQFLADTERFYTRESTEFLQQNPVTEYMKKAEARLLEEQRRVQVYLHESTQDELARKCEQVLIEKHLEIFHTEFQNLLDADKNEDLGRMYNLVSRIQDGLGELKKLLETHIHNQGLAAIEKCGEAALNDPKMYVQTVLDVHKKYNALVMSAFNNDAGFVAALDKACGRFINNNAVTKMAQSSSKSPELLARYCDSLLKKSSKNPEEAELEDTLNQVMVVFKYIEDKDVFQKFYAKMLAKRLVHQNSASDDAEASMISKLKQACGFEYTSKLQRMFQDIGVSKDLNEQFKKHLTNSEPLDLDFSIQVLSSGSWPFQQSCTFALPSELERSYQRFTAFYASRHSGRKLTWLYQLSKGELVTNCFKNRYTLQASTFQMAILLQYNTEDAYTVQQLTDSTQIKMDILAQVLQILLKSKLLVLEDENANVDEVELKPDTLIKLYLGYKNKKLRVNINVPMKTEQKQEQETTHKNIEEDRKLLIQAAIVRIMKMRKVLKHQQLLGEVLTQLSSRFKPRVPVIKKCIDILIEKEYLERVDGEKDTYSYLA
Numbers without * were called inactive. Not all compounds are listed; the hit share may differ from the screen's.

RBX1-CUL1 inh | smiles
4 | O=C(NNc1ncnc2c1cnn2-c1ccccc1)c1ccccc1
1 | CC(=O)c1ccc(NC(=O)CSc2nnc(NC(=O)c3ccccc3Br)s2)cc1
5 | Cc1ccc(NC(=O)CSc2nnc(-c3ccc([N+](=O)[O-])cc3)n2-c2ccccc2)cc1[N+](=O)[O-]
8 | CCCCOC(=O)c1ccc(NC(=O)c2cnc3ccc(C)cn3c2=O)cc1
5 | O=C(NCC1CCCO1)C1CCN(C2CCN(CCCc3ccccc3)CC2)CC1 (stereo unspecified)
5 | Nc1cc(C(=O)NC2CCCCC2)ccc1C(=O)NC1CCCCC1
-1 | CCn1nc(C)c(-c2ccccc2O)c1C
-3 | CCC1CN(C(=O)NCc2ccccc2)c2cc(Cl)ccc2O1 (stereo unspecified)
1 | CCOc1ccc(Br)cc1C(=O)NC(C)C
5 | COc1ccc(Cl)cc1NC(=O)c1c(NCc2sccc2C)sc2c1CCCC2
11 | O=C(Oc1cccc2ccccc12)c1ccc(Br)o1
3 | O=C(N/N=C/c1c(Cl)cccc1Cl)c1cc(Cl)ccc1O
-3 | CCn1c(Oc2ccc(F)cc2F)nc2c1c(=O)n(C)c(=O)n2C
1 | CSc1nc2nc3c(cc2c(=O)n1Cc1ccccc1)COC(C)(C)C3
-3 | CC1C(=O)Oc2c3c(n(-c4ccccc4)c(=O)c2C1=O)CCCC3 (stereo unspecified)

Of the compounds above, 3 contain a Cl atom:
RBX1-CUL1 inh | smiles
-3 | CCC1CN(C(=O)NCc2ccccc2)c2cc(Cl)ccc2O1 (stereo unspecified)
5 | COc1ccc(Cl)cc1NC(=O)c1c(NCc2sccc2C)sc2c1CCCC2
3 | O=C(N/N=C/c1c(Cl)cccc1Cl)c1cc(Cl)ccc1O

Remaining list, next part:
RBX1-CUL1 inh | smiles
-2 | COc1cc(CNC23CC4CC(CC(C4)C2)C3)cc(Br)c1OCc1ccccc1
-2 | COc1ccc(NS(=O)(=O)c2ccc3nc(-c4ccccc4)[nH]c3c2)cc1
-1 | Cc1nc(N2CCCC2)ncc1C(=O)N1CCN(c2ccc(Cl)cc2)CC1
7 | CSc1ccc(/C=N/NC(=O)c2c[nH]c3ccccc23)cc1
-1 | COC1=Nn2c(nnc2-c2ccc(Cl)cc2)SC1C(C)=O (stereo unspecified)
1 | CCCCSc1nc(N)c2c3c(sc2n1)CCCC3
3 | O=C(COc1ccccc1)Nc1ccc(Cl)c(-c2nc3ccccc3c(=O)o2)c1
7 | Cn1ccc2c(S(=O)(=O)N3CCc4[nH]nc(-c5ccco5)c4C3)cccc21
0 | O=C(ON=C1C=CC(=NOC(=O)c2ccc(Br)cc2)C=C1)c1ccccc1
-5 | CCc1ccc(-n2nc(C)c3c(C(=O)NCCc4ccc(OC)c(OC)c4)cc(C)nc32)cc1
-1 | Cc1ccc(OCCCCCc2c(C)n[nH]c2C)c(C)c1
2 | COc1cc2nc(N(C)C)c(CNCC3CC4C=CC3C43CC3)cc2c(OC)c1OC (stereo unspecified)
0 | CC1CCN(S(=O)(=O)c2ccc(N3CCCCS3(=O)=O)cc2)CC1
5 | CN1CCCCCC1C(=O)N1CCC(N2CCC(C(=O)NCc3ccccn3)CC2)CC1 (stereo unspecified)
0 | Cc1c(CC(=O)N(C)C)c2c(n1Cc1ccccc1F)CCCC2=O
3 | CCOC(=O)C1C(c2cc(OC)c(OC)c(OC)c2)NC(=O)N(C)C1(O)C(F)(F)F (stereo unspecified)
0 | COc1ccc(S(=O)(=O)N2CCCCC2)cc1C(=O)O
0 | COCCCn1c(CN2CCC(COC)C2)cnc1S(=O)(=O)C1CCCC1 (stereo unspecified)
5 | CCOC(=O)c1cnc2ccc(OC)cc2c1Nc1ccc(N(C)C)cc1
6 | O=C(CC1(c2ccccc2Cl)CC(=O)N(C2CCCC2)C1=O)N1CCCCCC1 (stereo unspecified)
3 | COc1ccc(C(=O)c2c(SC)cc(-c3ccc(OC)cc3)n(-c3ccccc3)c2=S)cc1
11 | O=C(O)c1cc(N2C(=O)c3cc([N+](=O)[O-])cc4cc([N+](=O)[O-])cc(c34)C2=O)ccc1Cl
49* | O=C1NC(=O)C(=Cc2cc(O)c(O)c(Br)c2)C(=O)N1
6 | O=C(NN1CCOC1=O)c1ccccc1
7 | CCNC(=S)N1CCN(CCN=CC2C(=O)CC(c3ccccc3)CC2=O)CC1 (stereo unspecified)
2 | O=C(COc1ccc(Cl)cc1)Nc1cc(-c2ccccc2)no1
-8 | O=C(c1cc2n(n1)C(C(F)(F)F)CC(c1ccc(Br)cc1)N2)N1CCN(Cc2ccccc2)CC1 (stereo unspecified)
5 | CCCCS(=O)(=O)N1CCC(C(=O)Nc2cccc(Cl)c2)CC1
7 | COc1ccc(-n2c(/C=C3\C(=O)Nc4ccc(Br)cc43)nc3ccccc3c2=O)cc1
-3 | Cc1ccc2c(CC(=O)Nc3c(C(=O)Nc4cccc(Cl)c4)oc4ccccc34)coc2c1C

Look-ups from the list.
In RBX1-CUL1 inh, `COC1=Nn2c(nnc2-c2ccc(Cl)cc2)SC1C(C)=O` (stereo unspecified) has the entry -1
In RBX1-CUL1 inh, `CSc1ccc(/C=N/NC(=O)c2c[nH]c3ccccc23)cc1` has the entry 7
In RBX1-CUL1 inh, `CCOc1ccc(Br)cc1C(=O)NC(C)C` has the entry 1
In RBX1-CUL1 inh, `CCn1nc(C)c(-c2ccccc2O)c1C` has the entry -1
In RBX1-CUL1 inh, `CCCCS(=O)(=O)N1CCC(C(=O)Nc2cccc(Cl)c2)CC1` has the entry 5
In RBX1-CUL1 inh, `COc1ccc(-n2c(/C=C3\C(=O)Nc4ccc(Br)cc43)nc3ccccc3c2=O)cc1` has the entry 7
In RBX1-CUL1 inh, `CC1C(=O)Oc2c3c(n(-c4ccccc4)c(=O)c2C1=O)CCCC3` (stereo unspecified) has the entry -3

Five compounds out of the list, arranged by molecular weight, ascending.
RBX1-CUL1 inh | smiles
8 | CCCCOC(=O)c1ccc(NC(=O)c2cnc3ccc(C)cn3c2=O)cc1
7 | Cn1ccc2c(S(=O)(=O)N3CCc4[nH]nc(-c5ccco5)c4C3)cccc21
0 | COCCCn1c(CN2CCC(COC)C2)cnc1S(=O)(=O)C1CCCC1 (stereo unspecified)
7 | COc1ccc(-n2c(/C=C3\C(=O)Nc4ccc(Br)cc43)nc3ccccc3c2=O)cc1
5 | Cc1ccc(NC(=O)CSc2nnc(-c3ccc([N+](=O)[O-])cc3)n2-c2ccccc2)cc1[N+](=O)[O-]

Returning to the listing; the 2 compounds before the break are reprinted first.
RBX1-CUL1 inh | smiles
7 | COc1ccc(-n2c(/C=C3\C(=O)Nc4ccc(Br)cc43)nc3ccccc3c2=O)cc1
-3 | Cc1ccc2c(CC(=O)Nc3c(C(=O)Nc4cccc(Cl)c4)oc4ccccc34)coc2c1C
3 | CCOC(=O)C1CCN(C(=O)Cn2ncc3c([nH]c4ccc(C)cc43)c2=O)CC1
5 | O=S(=O)(c1ccc(I)cc1)N1CCC(Cc2ccccc2)CC1
4 | Cc1ccsc1/C=N/NC(=O)c1cccc(Br)c1
9 | CNC1Cc2cc(Cl)ccc2Sc2ccccc21 (stereo unspecified)
6 | O=C(NCCc1cccs1)c1ccc(S(=O)(=O)N2CCOCC2)cc1
-7 | CCCC(=O)N(c1ccc2oc(C)c(C(C)=O)c2c1)S(=O)(=O)c1cc(C)ccc1C
-6 | O=C(Cc1ccc(NC(=O)N2CCSc3ncccc32)cc1)NCCc1ccccc1
13 | CCCCC(=O)Nc1ccccc1N1CCN(S(C)(=O)=O)CC1
-3 | Cc1ccc(C)c(S(=O)(=O)Nc2ccc(C(=O)N3CCCCC3)cc2)c1
0 | CCOc1ccc(NC(=O)C(=O)c2cc(C)n(-c3cc(C)cc(C)c3)c2C)cc1
-6 | O=C1C2Cc3c([nH]c4ccccc34)C(c3ccc(Cl)cc3)N2C(=S)N1CC1CCCO1 (stereo unspecified)
-13 | CCCN(CCC)C(=O)c1cc(-c2ccccn2)nc2ccccc12
-4 | O=C(N=Nc1c(O)[nH]c2ccccc12)c1c(O)cccc1O
-2 | CCc1cccc(C)c1NC(=O)CSc1nnc(COc2ccccc2)n1N
1 | CCC(=O)Nc1ccc2c(c1)nc1n2CCOC1
5 | c1ccc(-c2nc(-c3ccncc3)sc2-c2ccccc2)cc1
-7 | COc1ccc(CNC(=O)C2=C(C)C(=O)OC23CCCCC3)cc1OC
-6 | OCc1nnc2c3ccccc3c(-c3ccc(Cl)cc3)nn12
9 | Cc1ccc(CCC(=O)Nc2c(C)cc(C)cc2C)cc1
-2 | COc1cc(Cl)cc(/C=N\NC(=O)COc2ccc(C)cc2)c1O
-4 | Cc1c(CC(=O)NCC(C)C)c2c(n1Cc1ccccc1)CCCC2=O
2 | O=C(Nc1ccc2oc(-c3ccc(F)cc3)nc2c1)c1ccc(Br)o1
-11 | COC(F)(C(=O)Nc1ccc(C)c(Br)c1C(=O)O)C(F)(F)F (stereo unspecified)
9 | O=C(NCc1cccnc1N1CCCC(O)C1)c1ccc(Cl)c(F)c1 (stereo unspecified)
2 | Cc1ccc(NC(=O)C2CCCN(C(=O)c3cnn(-c4ccccc4)c3-n3cccc3)C2)cc1 (stereo unspecified)
1 | CC#CCN1C(=O)NC(CCc2ccccc2)(C2CCN(Cc3ccc(CO)o3)CC2)C1=O (stereo unspecified)
6 | Cc1nc(N(C)C2CCCCC2)ncc1C(C)NCc1cnc[nH]1 (stereo unspecified)
-1 | COc1cc(C(=O)N2CCN(c3cc(C)ccc3C)CC2)cc(OC)c1OC
5 | CCOc1ccc(NS(=O)(=O)c2ccc(NC(=O)NC3CCCCC3)cc2)cc1
-10 | COc1cccc(OCc2cc(C(=O)NCc3ccco3)n[nH]2)c1
2 | CC1CCN(S(=O)(=O)c2cccc(C(=O)Nc3cccc(NC(=O)c4cccc(S(=O)(=O)N5CCC(C)CC5)c4)n3)c2)CC1
-7 | COc1cc(C2CC(c3ccccc3OC(C)=O)=NN2C(C)=O)cc(OC)c1OC (stereo unspecified)
8 | C/C(=N/N1CCN(C(c2ccccc2)c2ccccc2)CC1)c1ccccc1
-4 | O=C(/C=C/c1cccs1)N1CCCN(C(=O)/C=C/c2cccs2)CC1
0 | CCc1ccc(S(=O)(=O)c2nnn3c2nc(Nc2ccc(NC(C)=O)cc2)c2sccc23)cc1
1 | COC(=O)c1sc2nc(-c3ccccc3)nc(SC)c2c1C
-2 | CCc1ccc(NS(=O)(=O)c2ccc(OCC(=O)OC)cc2)cc1
5 | Fc1cccc(C2Nc3c(F)cc(F)cc3C3C=CCC32)c1 (stereo unspecified)
1 | CCCOc1ccc(C(=O)OCC)cc1[N+](=O)[O-]
-1 | CN1C(=O)C2(NCCc3c2[nH]c2ccc(Cl)cc32)c2ccccc21 (stereo unspecified)
1 | O=C(NC(NC(=S)Nc1ccc(Cl)cc1Cl)C(Cl)(Cl)Cl)c1ccc(Cl)cc1Cl (stereo unspecified)
-5 | CCOC(=O)c1cnc2ccc(OCC)cc2c1Nc1cc(Cl)c(OC)cc1OC
3 | Cc1cc(C)cc(NC(=O)CSc2nc3c(c(=O)[nH]2)CN(Cc2ccc(F)cc2)CC3)c1
-10 | COc1ccc(CNC(=O)CC(c2ccc(OC)c(OC)c2)N2Cc3ccccc3C2=O)cc1 (stereo unspecified)
11 | Cn1c2ccccc2c2cc(CC(=O)NCCc3cc(=O)[nH]cn3)ccc21
-6 | O=C(NC(=S)NCc1cccnc1)C1CCCCC1
7 | CCC(=O)NC(CC(=O)O)c1ccc2c(c1)OCO2 (stereo unspecified)
6 | CCOC(=O)c1c(NC(=O)C(C)(C)C)sc(C(=O)OC)c1C
5 | O=C1CC2Sc3ccccc3N=C2N1CCN1CCN(c2ccccc2)CC1 (stereo unspecified)
5 | CCOC(=O)C(C)Sc1nnc(CSc2nc3nc(C)cc(C)n3n2)o1 (stereo unspecified)
-10 | CCS(=O)(=O)N1CCC(C(=O)Nc2ccccc2Br)CC1
5 | O=C(CCc1ccccc1)Nc1nnc(SCC(=O)n2c3c(c4ccccc42)CCCC3)s1
2 | COc1ccc(N2CCN(C(=O)CCN3C(=O)c4cccc5cccc(c45)C3=O)CC2)cc1
-1 | COc1ccc(CNC(=O)CSc2nnc(C)c3c(C)n(-c4ccccc4)nc23)c(OC)c1
8 | O=C(COc1ccc(F)cc1)NCCCn1ccnc1
-12 | O=C1S/C(=C/c2ccc(-c3cccc(Cl)c3)o2)C(=O)N1CN1CCCCC1
2 | Cc1ccccc1C(=O)N/N=C/c1cc(Cl)cc(Cl)c1O
6 | CCOC(=O)C(NC(=O)c1ccccc1)(Nc1cccc(Cl)c1)C(F)(F)F (stereo unspecified)
10 | Clc1ccc(-[n+]2nc(-c3ccccc3)cs2)cc1
-4 | Cc1nc(N(C)C)nc(-c2cccc(-c3ccn(Cc4cncn4C)n3)c2)c1C

Additional records.
RBX1-CUL1 inh | smiles
-1 | O=C(Nc1ccc(F)cc1)c1nc(SCc2ccccc2F)ncc1Cl
-6 | CC1CC(=O)c2cnc(N3CCCC3)nc2C1 (stereo unspecified)
2 | COc1cc(C(=O)NCC(c2ccc(N(C)C)cc2)N2CCCC2)cc(OC)c1OC (stereo unspecified)
4 | O=C(NCCc1ccccc1)C(=O)NCC(c1cccnc1)N1CCN(c2ccccc2F)CC1 (stereo unspecified)
-5 | Cc1ccc2oc3c(c(=O)c2c1)C(c1ccc(O)cc1)N(c1nc(C)c(C)s1)C3=O (stereo unspecified)
-1 | COc1ccc(CC(=O)NC(=S)Nc2ccc(S(=O)(=O)N3CCOCC3)cc2)cc1
-1 | CCOc1ccccc1N1CC(C(=O)Nc2cc(C(F)(F)F)ccc2Cl)CC1=O (stereo unspecified)
12 | Cc1cccc(N2CCN(C(=O)Cn3ncc4c3-c3ccccc3OC4)CC2)c1C
1 | COc1cc(C(=O)N2CCN(CCc3ccncc3)CC2)cc(OC)c1OC
-2 | CCN(C(=O)CSc1nc2ccccc2nc1Cc1cccc(OC)c1)c1cccc(C)c1
-3 | O=C(c1sc2ccccc2c1Cl)N1CCN(c2ccccc2F)CC1
3 | CS(=O)(=O)N(Cc1ccccc1Cl)c1ccc(C(=O)NCc2ccccn2)cc1
-8 | Cc1ccc(N2C(C)C(=O)SC23CCCCC3)cc1 (stereo unspecified)
13 | COc1ccc(C2C3=C(CCCC3=O)N(c3ccc(S(N)(=O)=O)cc3)C(=N)C2C#N)cc1Cn1nc(C)c(Br)c1C (stereo unspecified)
-3 | Cc1ccc(C(=O)OCCCN(C)C)cc1
10 | CCN(Cc1ccncc1)C(=O)c1cnn(-c2ncc3c(n2)-c2ccccc2CCC3)c1C1CC1
-9 | Cc1nonc1Cc1nc(-c2c(C)ncc3c2CCNC3)no1
